# hDAT+cocaine: modulates human dopamine transporter uptake under cocaine; LLC-PK1 hDAT cells, [14C]-dopamine uptake with cocaine IC80; actives deviate in either direction; B-score at 10 µM; 1.3% of 110,000 active; AID 449768;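 active = Z score or B-score, a plate-position-corrected score, falls beyond the plate's 99.7% confidence bounds, in either direction; inactive = both scores lie inside the 99.7% bounds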;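 also: scored against the spread of the other compound wells on the same plate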
# Target sequence (Q01959 whole entry, looked up): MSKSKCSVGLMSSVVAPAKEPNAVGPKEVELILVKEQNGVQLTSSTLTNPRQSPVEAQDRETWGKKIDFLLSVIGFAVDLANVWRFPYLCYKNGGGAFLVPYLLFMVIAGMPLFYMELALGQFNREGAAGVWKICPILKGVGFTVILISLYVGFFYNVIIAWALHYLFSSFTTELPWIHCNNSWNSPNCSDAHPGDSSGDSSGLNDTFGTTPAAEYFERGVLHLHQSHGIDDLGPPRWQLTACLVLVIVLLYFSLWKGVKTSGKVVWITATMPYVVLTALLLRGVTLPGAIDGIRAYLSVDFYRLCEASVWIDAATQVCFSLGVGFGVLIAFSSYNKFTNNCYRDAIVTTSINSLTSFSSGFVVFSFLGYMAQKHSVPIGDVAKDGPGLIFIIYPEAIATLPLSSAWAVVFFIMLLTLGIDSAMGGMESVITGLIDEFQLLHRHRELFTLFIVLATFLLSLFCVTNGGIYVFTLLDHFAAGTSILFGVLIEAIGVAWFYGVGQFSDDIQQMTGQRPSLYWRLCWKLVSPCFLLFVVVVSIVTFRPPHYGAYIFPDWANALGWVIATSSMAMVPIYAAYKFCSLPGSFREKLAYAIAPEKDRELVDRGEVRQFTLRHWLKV
# HUVEC tox IL1B: toxic to HUVEC cells under IL-1B stimulation; HUVEC cell count loss, Hoechst imaging, IL-1B stimulated; cell count reduction, % at 2 µM; 0.41% of 94,000 active; AID 845;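 active = cell count reduction more than 3 SD above the screen-wide mean, cut at about 70% in these data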;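 also: normalized per plate to untreated control cells as the no-loss baseline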
# HUVEC tox TNFa: toxic to HUVEC cells under TNF alpha stimulation. cell count reduction, % at 2 µM. AID 848. HUVEC TNFalpha-stimulated, Hoechst cell count, imaging. 0.17% of 93,000 active;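 active = cell count reduction exceeding the screen mean by over 5 SD, scaled to untreated wells per plate, cut at about 78% in these data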;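 also: cells counted after 24 h of TNF alpha exposure following the 1 h pretreatment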
# CYP2C9 act: activators of human CYP2C9; P11712; recombinant CYP2C9, luciferin-H conversion, luminescence; hits give high values; factor 1 = untreated enzyme, 0 = blocked; activation factor at 5 µM; 1.4% of 96,000 active;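 active = activation factor of 2 or more for CYP2C9 at a 5 µM dose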;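 also: 0 = sulfaphenazole-blocked wells and 1 = vehicle-only wells; values of inactives mirror those of a sister screen read the other way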
# CYP2C19 inh: inhibitors of human CYP2C19; inhibition, % at 5 µM; CYP2C19 Supersomes, luciferin-H EGE luminescence, 30 min; 21% of 96,000 active;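 active = CYP2C19 inhibition above a set limit at 5 µM in the primary screen, cut at about 50% in these data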;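 also: plate controls were negative control wells for no effect and 2.5 mM tranylcypromine positive control for full effect; values of inactives mirror those of a sister screen read the other way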
# Target sequence (P33261 whole entry, looked up): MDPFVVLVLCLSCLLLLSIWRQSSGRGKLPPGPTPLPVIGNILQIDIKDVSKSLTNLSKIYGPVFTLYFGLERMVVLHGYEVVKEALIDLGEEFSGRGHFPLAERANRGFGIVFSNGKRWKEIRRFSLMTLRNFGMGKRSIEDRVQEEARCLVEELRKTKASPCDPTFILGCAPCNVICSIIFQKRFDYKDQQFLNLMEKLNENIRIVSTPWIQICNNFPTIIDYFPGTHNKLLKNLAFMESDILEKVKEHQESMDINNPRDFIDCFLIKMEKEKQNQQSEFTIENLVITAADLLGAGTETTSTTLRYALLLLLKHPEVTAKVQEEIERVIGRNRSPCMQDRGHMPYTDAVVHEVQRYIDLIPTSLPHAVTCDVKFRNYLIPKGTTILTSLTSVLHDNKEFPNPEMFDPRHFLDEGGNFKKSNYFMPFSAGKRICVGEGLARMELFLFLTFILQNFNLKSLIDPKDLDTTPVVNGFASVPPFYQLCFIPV
# CYP2C19 activ: activators of human cytochrome P450 2C19 | 96,000 tested, under 10 active | recombinant CYP2C19, luciferin-H EGE luminescence; hits give high values; 0 = fully inhibited enzyme, 1 = untreated enzyme | activation factor at 5 µM | P33261;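 active = activation factor of at least 2 at 5 µM in the primary screen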;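 also: 0 = wells with 2.5 mM tranylcypromine and 1 = vehicle-only wells; values of inactives mirror those of a sister screen read the other way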
# Candida biofilm: kills Candida albicans biofilms | C. albicans biofilm + clotrimazole, Alamar Blue | inhibition, % at 6 µM | 0.14% of 85,000 active | AID 834;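 active = inhibition above 20%; inactive = inhibition below 20%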;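 also: preformed 24 hr biofilms exposed to compound for 48 hr; 0% = biofilm without compound and 100% = blank killed by clotrimazole plus chlorhexidine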
# VCAM1 TNFa inh: reduces TNF alpha induced VCAM1 expression in HUVEC; HUVEC TNFa-induced VCAM-1 immunofluorescence, high-content imaging; inhibition, % at 2 µM; 0.48% of 95,000 active;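 active = inhibition above the batch mean plus 3 SD, with images confirmed as a hit by eye, cut at about 37% in these data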;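 also: 0% = TNF-stimulated DMSO wells and 100% = unstimulated control wells; not every result past the cut was called active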
# CYP2C9 inhib: human CYP2C9 inhibition | P11712 | CYP2C9 Supersomes, luciferin-H conversion, luminescence | inhibition, % at 5 µM | 20% of 96,000 active;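 active = blocking of liver enzyme CYP2C9 beyond about 50% at 5 µM, limit read from the data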; also: values of inactives mirror those of a sister screen read the other way
# Starred values were filed as active, the others as inactive; nt = no result given.
SMILES,hDAT+cocaine,HUVEC tox IL1B,HUVEC tox TNFa,CYP2C9 act,CYP2C19 inh,CYP2C19 activ,Candida biofilm,VCAM1 TNFa inh,CYP2C9 inhib
CCOC(=O)CSc1nc2ccc(N)cc2s1,0.097,-5,-32,0.8,46,0.5,4,6,19
C/C(=N\NC(=O)CC1N=C(Cc2ccccc2)NNC1=O)c1ccccc1 (stereo unspecified),1.1,-11,-6,1.1,4,1,-2,1,-9
COc1ncnc2c1oc1nc(CC(C)C)c3c(c12)CC(C)(C)OC3,0.17,-2,11,1.2,5,1,nt,5,-22
Cc1ccc(NC(=O)c2cc(N3CCOCC3)nc3ccccc23)cc1,0.018,4,-30,0.6,4,1,4,8,36
O=C(CN1C(=O)NC2(CCCc3ccccc32)C1=O)N1CCN(C(=O)c2ccco2)CC1 (stereo unspecified),0.00084,-15,0,0.9,0,1,5,-2,6
CCN1CCN(CCCNC(=O)c2csc3c2CCCCC3)CC1,0.47,4,17,1.1,14,0.9,3,29,-14
Cc1ccc(N2C(=O)C(Cl)=C(NCc3ccccc3)C2=O)c(C)c1,0.034,-14,-10,0.5,51*,0.5,2,-4,53*
COc1ccc(-c2nnn(Cc3nn[nH]n3)n2)cc1OC,0.25,-51,4,0.4,20,0.8,3,15,58*
O=C(CSc1nc2ccccc2s1)NCCOc1ccc(Cl)cc1,-0.021,nt,-2,0.6,38,0.6,nt,10,40
O=C(CCN1CCN(c2ccc(Cl)cc2)CC1)Nc1nccs1,0.039,-8,-4,1,14,0.9,5,9,3
Cc1ccc(C2CC(c3cccs3)n3nc(N)nc3N2)cc1 (stereo unspecified),-0.97,10,-23,0.8,51*,0.5,-1,-3,21
CN(C1CCCCC1)S(=O)(=O)c1ccc(NC(=O)c2ccc(Br)o2)cc1,0.46,-22,-15,0,94*,0.1,6,6,98*
O=C1CSC2=NCN(c3ccccc3)CN12,0.39,0,-18,0.7,3,1,5,4,26
CC(C)(C)OC(=O)NNC(=O)c1ccc(Cl)cc1,-0.19,12,56,0.8,46,0.5,nt,14,24
C=CCN1C(=O)C(CC(=O)Nc2ccccc2)SC1=Nc1c(C)n(C)n(-c2ccccc2)c1=O (stereo unspecified),-1.2,-15,-19,0.6,26,0.7,0,9,41
NC(=O)NC(=O)COC(=O)CCCc1c[nH]c2ccccc12,nt,nt,nt,1,34,0.7,-1,nt,0
O=C(O)C1CC(=O)N(c2ccc(OCc3ccccc3)cc2)C1 (stereo unspecified),-0.44,19,-16,1.3,-18,1.2,-2,-9,-26
CCOc1ccccc1NC(=O)C1CCCN(S(=O)(=O)c2c(C)[nH]c(=O)[nH]c2=O)C1 (stereo unspecified),-0.4,-28,5,1,6,0.9,6,12,2
CCCCNC(=O)C1CCN(C(=O)Nc2ccc(C)cc2)CC1,0.034,-11,-49,nt,nt,nt,2,-23,nt
COc1cc2nc(NCCCN3CCN(C)CC3)n3nc(-c4ccccc4)nc3c2cc1OC,0.57,-21,-9,1,5,0.9,7,0,2
COc1ccc(NS(=O)(=O)c2ccc(Br)s2)cc1OC,-0.18,24,20,0.1,99*,0,-4,-21,87*
CN(C)S(=O)(=O)N(CC(=O)Nc1ccccc1F)c1ccccc1,-0.45,79*,-4,nt,nt,nt,nt,13,nt
C=CCNC(=O)Cn1nc(-c2ccccc2)ccc1=O,0.052,nt,nt,1.2,-10,1.1,-3,nt,-19
CC(=O)N1CCC2(CC1)C(C#N)=C(N)Oc1n[nH]c(C(F)(F)F)c12,0.3,-19,-9,nt,nt,nt,-4,-25,nt
COc1ccccc1NC(=O)C1=C(C)NC(=O)NC1c1ccccc1F (stereo unspecified),-1.2,nt,nt,1.6,-7,1.1,6,nt,-60

# Next section.
SMILES,hDAT+cocaine,HUVEC tox IL1B,HUVEC tox TNFa,CYP2C9 act,CYP2C19 inh,CYP2C19 activ,Candida biofilm,VCAM1 TNFa inh,CYP2C9 inhib
O=C(Cc1ccccc1)Nc1ccc2oc(-c3ccncc3)nc2c1,-0.61,nt,nt,0.9,4,1,10,nt,10
O=C(CSc1nnc2scc(-c3ccccc3)n12)N1CCCc2ccccc21,0.033,20,-4,0.6,61*,0.4,5,-4,36
C=CCn1c(-c2ccccc2)nc2nc3ccccc3nc21,-0.29,-5,-21,0.7,8,0.9,6,-19,26
Cc1ccccc1NS(=O)(=O)c1ccc(N2CCCC2=O)cc1,-0.24,0,-2,0.7,30,0.7,-2,4,30
CC(=O)N(Cc1ccco1)C1(C(=O)NC2CCCCC2)CCCCC1,-1.1,15,-22,1,-11,1.1,-1,15,4
NS(=O)(=O)c1ccc(NC(=O)CN2CCCCC2)cc1,-0.01,0,7,1,-3,1,2,10,-2
CCC(=O)NC(=S)Nc1cccc(NC(=O)c2ccc(Cl)cc2Cl)c1,-0.27,-20,-9,1,9,0.9,nt,-5,-5
CCCNC(=O)c1cc2nc(-c3ccccc3)cc(C(F)(F)F)n2n1,0.45,-14,-32,nt,nt,nt,6,-26,nt
O=C(O)C1C2C=CC3(O2)C1C(=O)N1c2ccccc2COC13 (stereo unspecified),-0.0018,19,-22,0.9,-1,1,nt,13,11
CCS(=O)(=O)N1CCC(C(=O)NCc2cccs2)CC1,-0.61,-7,0,1,13,0.9,7,0,1
CCN(CCCNC(=O)COc1cc(=O)n(C)c2ccccc12)c1cccc(C)c1,1.5,-23,-15,0.9,27,0.7,8,19,11
CCn1c(SCCOc2ccc(Cl)cc2)nnc1-c1cccs1,1.5,5,11,0.1,96*,0,5,10,90*
COc1ccc2c(c1OC)C(=O)OC2Nc1ncc(Br)cc1Br (stereo unspecified),-0.24,-21,10,1,0,1,1,-8,1
CC1=CC(=NOC(=O)/C=C/c2ccccc2)C=C(C)C1=O,-0.027,-6,-29,1.1,0,1,nt,0,-8
Fc1ccc(CNc2nc(-c3ccco3)cc(C(F)(F)F)n2)cc1,1.1,-23,-40,0.7,-5,1.1,nt,-12,32
O=C(C(Cc1ccccc1)n1cccc1)N1CCN(c2ncccn2)CC1 (stereo unspecified),-0.27,1,-5,0.3,43,0.6,6,-1,69*
CCCc1[nH]nc2c1C(c1ccc(OCCN3CCOCC3)c(OCC)c1)C(C#N)=C(N)O2 (stereo unspecified),1.6,-15,-36,0.7,-4,1,6,-3,27
O=C(COC(=O)c1ccccn1)Nc1ccccc1Cl,-0.77,-3,-38,1.2,0,1,2,-3,-15
CC(C)c1nc2oc3c(NCC4CCCO4)ncnc3c2c2c1COC(C)(C)C2 (stereo unspecified),1,-11,55,0.8,8,0.9,10,0,20
Cc1ccc(S(=O)(=O)CC(C)N2CCOCC2)c(S(=O)(=O)CC(C)N2CCOCC2)c1 (stereo unspecified),0.59,-3,-29,1.1,-4,1,0,-13,-7
CC(CN1CCCCC1)OC(=O)c1cc2ccccc2o1 (stereo unspecified),-0.45,6,-6,1.1,-6,1.1,7,7,-10
CCCCOc1ccc(C(=O)NCc2ccncc2)cc1,1.4,-8,-8,0.4,76*,0.2,1,-2,58*
O=C1C(=O)N(CCN2CCCCC2)c2ccccc21,-0.66,12,-3,nt,nt,nt,2,-1,nt
Cc1cnc(-c2nnc(N(C)C(=O)c3cccnc3)s2)cn1,1.1,-7,-7,1.2,5,1,8,5,-24
CCOc1ccc(S(=O)(=O)NCCSc2ccccc2)cc1,0.46,2,-11,0.2,99*,0,-7,0,76*

# Quoted from the listing.
# Reading for C=CCN1C(=O)C(CC(=O)Nc2ccccc2)SC1=Nc1c(C)n(C)n(-c2ccccc2)c1=O (stereo unspecified) in CYP2C19 activ: 0.7
# Reading for COc1ccccc1NC(=O)C1=C(C)NC(=O)NC1c1ccccc1F (stereo unspecified) in CYP2C19 inh: -7

# The list goes on:
SMILES,hDAT+cocaine,HUVEC tox IL1B,HUVEC tox TNFa,CYP2C9 act,CYP2C19 inh,CYP2C19 activ,Candida biofilm,VCAM1 TNFa inh,CYP2C9 inhib
CCCn1c2ccccc2c2nnc(SCC(=O)OC)nc21,0.066,9,-15,0.8,43,0.6,11,14,18
CC(CCc1ccccc1)NC(=O)CSc1nnnn1C (stereo unspecified),-0.61,-89,-27,1.2,20,0.8,nt,-12,-19
Cc1ccc(C(=O)Nc2cccnc2)cc1NC(=O)c1ccco1,-0.98,-3,-19,0.5,-6,1.1,6,17,54*
CCOC(=O)N1CCN(S(=O)(=O)c2ccc(C(=O)Nc3nc4ccccc4s3)cc2)CC1,nt,5,-5,0.6,2,1,2,0,45
Cc1cccc(Cn2c(N3CCN(c4ccccc4)CC3)nc3c2c(=O)n(C)c(=O)n3C)c1,1.3,-3,-24,0.3,73*,0.3,1,5,66*
COc1cc(NC(=O)NCCN2CCN(c3ccc(Cl)cc3)CC2)ccc1C,1.8,13,0,0.9,21,0.8,1,2,14
O=C(NCCCN1CCCC1=O)c1ccccc1NS(=O)(=O)c1ccc(F)cc1,-0.62,-15,-25,0.7,43,0.6,7,-69,29
CCN1CCN(CCNC(=O)CCCCCn2c(=O)[nH]c3cc(C(=O)OC)ccc3c2=O)CC1,-0.89,-8,14,0.5,17,0.8,nt,9,53*
O=C1c2cccnc2C(Nc2ccc(S(=O)(=O)N3CCCCCC3)cc2)N1Cc1ccccc1 (stereo unspecified),0.2,nt,nt,0.5,41,0.6,7,nt,53*
Cc1cccc(C)c1NC(=O)C(NC=O)c1ccccc1Cl (stereo unspecified),-0.97,4,15,0.9,39,0.6,-2,-16,8
O=S(=O)(Nc1ccc2c(c1)oc1ccccc12)N1CCCC1,-0.43,7,6,0.1,47,0.5,8,-32,89*
O=C(Nc1ccc2oc(-c3ccc4ccccc4c3)nc2c1)c1cccs1,-1.1,0,5,0.7,-16,1.2,-4,-26,28
c1ccc(OCCCc2nc(-c3ccncc3)no2)cc1,0.17,7,-20,0.1,98*,0,5,17,90*
CC1(C)C2(C#N)C(N)=NC3(OCCO3)C12C#N (stereo unspecified),0.35,-19,-15,1.4,-3,1,11,1,-38
O=C(c1ccc(F)cc1)N1CCN(c2cc(=O)[nH]nc2-c2ccccc2)CC1,0.48,-17,-18,1.1,-13,1.1,nt,-1,-15
O=C(CCc1ccccc1)NC1CCSC1=O (stereo unspecified),-0.026,nt,nt,1,18,0.8,10,nt,3
COc1cccc(-c2cc(C(=O)N3CCc4ccccc4C3)no2)c1,2.2,18,-6,1.4,26,0.7,6,-7,-41
CCOc1ccc(N=C2C(=O)N(CN3CCOCC3)c3ccccc32)cc1,-1.5,13,-20,0.9,50,0.5,-1,-13,9
CCOC(=O)c1c(C)n(C)c2ccc(O)c(CN3CCCCC3)c12,-0.31,-32,-6,1,9,0.9,5,3,-5
CCc1cc(C(=O)OC)c(N2C(=O)C3C4C=CC(C4)C3C2=O)s1 (stereo unspecified),-0.043,-23,nt,0.7,40,0.6,4,3,28
N#Cc1c(NC(=O)CSc2ncc(-c3ccccc3)n2CC2CCCO2)sc2c1CCCC2 (stereo unspecified),1.4,7,24,0.3,60*,0.4,4,18,73*
C/C(=N\Nc1ccc([N+](=O)[O-])cc1)c1cccc(N)c1,0.79,-38,4,0.6,90*,0.1,nt,-18,40
O=C(CSc1ncccn1)Nn1cnnc1,-0.57,nt,nt,1,-5,1.1,3,nt,-1
N#Cc1cnn(CC2CCCCC2)c1N,-1.3,nt,nt,0.7,48,0.5,3,nt,29
CN1CCN(C(=O)C23CC4CC(CC(C4)C2)C3)CC1,-0.0021,-1,-9,1.1,-9,1.1,nt,6,-7
COc1ccc(-n2nc(C(=O)Nc3ccc4c(c3)OCO4)c3c4ccccc4n(C)c3c2=O)cc1,-0.5,15,-1,0.6,4,1,6,-13,44
COc1ccc(-c2cc3ccc(OCc4nn[nH]n4)cc3oc2=O)cc1,-0.65,4,-9,nt,nt,nt,nt,-1,nt
COc1ccccc1-n1c(SCC(=O)NC(C)(C)C)nnc1-c1ccco1,-0.4,2,33,nt,nt,nt,7,12,nt
